# Source: PubChem
# OXTR agonist: activates the human oxytocin receptor. P30559. CHO-OTR cells, Fluo-8 calcium fluorescence; normalized: DMSO 0%, oxytocin 100%. activation, % at 3 µM. actives 0.32% (n = 320,000);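 active means activation above the mean of all tested compounds plus 3 SD, cutoff set per screening run, cut at about 20% in these data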;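 further: peak over basal fluorescence ratio from a 100 s FLIPR kinetic read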
# Target sequence (P30559 whole entry, looked up): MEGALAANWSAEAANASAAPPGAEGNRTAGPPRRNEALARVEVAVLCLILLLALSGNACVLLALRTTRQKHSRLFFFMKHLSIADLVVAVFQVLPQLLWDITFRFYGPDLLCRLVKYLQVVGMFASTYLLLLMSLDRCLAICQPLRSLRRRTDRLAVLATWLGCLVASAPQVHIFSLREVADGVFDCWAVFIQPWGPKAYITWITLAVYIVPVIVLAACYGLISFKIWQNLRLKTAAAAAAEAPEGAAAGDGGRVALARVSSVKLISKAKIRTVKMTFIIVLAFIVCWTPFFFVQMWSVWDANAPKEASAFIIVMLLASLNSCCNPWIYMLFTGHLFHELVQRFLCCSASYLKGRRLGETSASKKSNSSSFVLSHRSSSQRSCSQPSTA
# NALP1 inh: NALP1 inhibition | inhibition, % at 10 µM | actives 0.61% (n = 280,000) | S. cerevisiae NALP1/ASC/caspase-1 growth, X-gal OD620, 72 h; in the data active means inhibition mostly above about 24%, no sharp cut-off; inactive means mostly below about 32%; further: some compounds called inactive have numbers as strong as hits
# GalR3 antagonist: blocks the human galanin receptor 3; HEK293 GalR3-CNG cAMP membrane potential fluorescence; galR3 body fused to GalR1 C-terminus; AID 651719; inhibition, % at 3 µM; actives 0.44% (n = 360,000); O60755;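 active means inhibition above the screen-wide average plus 3 SD, cut at about 13% in these data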;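 further: forskolin and galanin both at EC90 stimulate the cells; cAMP rise reported by CNG channel membrane potential dye signal; 0% = forskolin plus galanin with DMSO and 100% = forskolin alone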
# GPR7 antag: antagonists of human GPR7 (neuropeptides B/W receptor 1); GPR7-expressing cells, fluorescence antagonist assay; actives 1.1% (n = 290,000); P48145; inhibition, % at 4.4 µM; in the data active means inhibition above about 16%, passing the limit was not always enough;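 further: cells stimulated with the agonist NPW; 0% = agonist with vehicle and 100% = vehicle without agonist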
# Target sequence (P48145 whole entry, looked up): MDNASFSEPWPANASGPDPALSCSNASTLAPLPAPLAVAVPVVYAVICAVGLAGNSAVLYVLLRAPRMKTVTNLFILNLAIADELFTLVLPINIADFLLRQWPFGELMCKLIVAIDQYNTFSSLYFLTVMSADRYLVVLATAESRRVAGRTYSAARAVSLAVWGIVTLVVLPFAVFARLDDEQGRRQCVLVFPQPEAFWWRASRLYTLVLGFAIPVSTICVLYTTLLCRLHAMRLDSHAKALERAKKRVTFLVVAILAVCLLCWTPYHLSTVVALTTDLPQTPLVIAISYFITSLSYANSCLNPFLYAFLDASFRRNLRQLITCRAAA
# MEKK3 PB1 HTS: MEKK3-MEK5 PB1 interaction, increase or decrease | Q99759 | binding response (% of control), % at 10 µM | AID 1529 | actives 1.4% (n = 290,000) | bead-based flow cytometry, Alexa488-MEK5 binding to MEKK3; actives lie on both sides; 0 = blocked by unlabeled MEK5, 100 = vehicle;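 active means binding response more than 3 SD above or below the average of its plate-row segment, actives on both sides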;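 further: Alexa488 bead fluorescence after subtracting the streptavidin-only scavenger bead signal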
# MEKK2 mut-MEK5: signal of MEK5 binding to mutant human MEKK2 PB1 domain | bead flow cytometry, Alexa488-MEK5 binding to MEKK2 mutant | actives 0.35% (n = 290,000) | percent response, % at 10 µM; in the data active means percent response above about 24%, passing the limit was not always enough; further: inactives centre near 1; some results filed as inactive read as strong as hits; reference of the scale not given here
# PHOSPHO1 inh: PHOSPHO1 (human) inhibition; inhibition, % at 13.3 µM; recombinant PHOSPHO1, absorbance phosphatase assay; actives 1.1% (n = 290,000); Q8TCT1; in the data active means inhibition above about 60%
# Target sequence (Q8TCT1 whole entry, looked up): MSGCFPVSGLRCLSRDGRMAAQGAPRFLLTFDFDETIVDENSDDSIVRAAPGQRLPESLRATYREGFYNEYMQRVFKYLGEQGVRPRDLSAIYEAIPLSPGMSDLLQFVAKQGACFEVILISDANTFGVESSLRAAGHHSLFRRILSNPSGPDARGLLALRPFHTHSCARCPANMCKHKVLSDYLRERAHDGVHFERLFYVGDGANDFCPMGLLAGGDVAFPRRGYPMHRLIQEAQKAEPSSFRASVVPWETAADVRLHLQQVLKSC
# V1aR counter: activates human V1a receptor in oxytocin agonist counter-screen; CHO-V1R cells, Fluo-8 calcium fluorescence, agonist mode; 0% DMSO, 100% 3 nM vasopressin; activation, % at 3 µM; actives 0.25% (n = 320,000);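 active means activation above the mean activation of all tested compounds plus 3 SD, per screening run, cut at about 20% in these data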;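 further: signal is peak over basal fluorescence ratio across a 100 second FLIPR read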
# MEKK2 WT-MEK5: raises or lowers MEK5 binding to wildtype human MEKK2 PB1 domain. Q9Y2U5. binding response (% of control), % at 10 µM. bead flow cytometry, Alexa488-MEK5 binding to MEKK2 WT; actives lie on both sides. actives 1.1% (n = 290,000). AID 1531; in the data active means binding response below about 67% or above about 130%
# * hit, by the source's call; / = no result given; [ ] = remark or other dose.
SMILES,OXTR agonist,NALP1 inh,GalR3 antagonist,GPR7 antag,MEKK3 PB1 HTS,MEKK2 mut-MEK5,PHOSPHO1 inh,V1aR counter,MEKK2 WT-MEK5
Cc1cccc(N(CC(=O)NCc2ccc(F)cc2)C(=O)c2ccco2)c1,-1.2,22,-9,-3,104,3,31,0.3,104
O=c1c(Cc2ccc(F)cc2)c(O)ccn1Cc1ccc(F)cc1,-0.7,24,-2,-5,98,-4,44,-0.6,97
Cc1ccc(C(=O)/C=C/c2ccc3c(c2)OCCO3)c(O)c1,-0.7,-16,-2,-11,100,-3,20,1.8,96
CCCOC(=O)Nc1ccc(C(N)=O)cc1,-0.6,-6,-7,-1,99,2,4,0.2,101
COc1c(C(=O)NCCSC(C)(C)C)ccc2ccccc12,-2.2,11,4,-5,103,-2,17,0.9,105
O=C(NC(CO)Cc1ccccc1)c1ccccc1 (configuration not stated),-0.5,30,0,-6,98,-2,11,0.1,98
COC(=O)c1c(N)n(-c2ccc(NC(C)=O)cc2)c2nc3ccccc3nc12,-0.1,7,-1,0,95,-3,-3,-0.1,96
CCn1cc(CN2CCCC(CNS(=O)(=O)Cc3ccccc3)C2)cn1 (configuration not stated),-0.5,16,0,5,82,-12,5,0.0,64
O=C(CSc1ncc(C(F)(F)F)cc1Cl)N1CCN(S(=O)(=O)c2ccc(Cl)cc2)CC1,-0.2,6,-8,-2,/,/,-11,1.0,/
COc1ccc(C2C(C#N)=C(/N=C/N3CCN(C)CC3)OC3=C2C(=O)CC(C)(C)C3)cc1OC (configuration not stated),0.2,21,-4,-9,101,-4,-7,0.1,101
O=C(COc1ccc(Cl)cc1)NCc1ccc(F)cc1,-2.0,9,-10,1,97,3,13,-0.7,100
COc1ccc(CCNC(=O)CS(=O)(=O)c2cn(CC(=O)N3CCOCC3)c3ccccc23)cc1OC,1.4,7,-3,-27,99,1,-14,-0.3,99
COc1ccc(C(=O)/C=C/C(=O)N(Cc2ccc(F)cc2)C(C(=O)NC2CCCCC2)c2ccncc2)c(O)c1 (configuration not stated),-1.3,-34,/,-6,105,-2,-9,1.2,102
O=C(c1ccco1)N1CCN(S(=O)(=O)c2cccs2)CC1,2.7,13,1,3,99,-1,28,-0.1,100
c1ccc(C2NCCn3cccc32)cc1 (configuration not stated),0.0,21,-1,-13,106,3,16,1.7,111
CC(=O)Nc1ccc(S(=O)(=O)N2CCN(c3cccc(C)c3C)CC2)cc1,7.1,28,/,11,104,2,-5,9.5,110
COc1ccc(CC(=O)NCc2nnc(SCC(=O)Nc3ccc(OC)cc3)n2C)cc1,-1.3,-7,-2,-22,104,7,66*,-0.8,105
CCOC(=O)c1c(N)sc2c1CCC(CC)C2 (configuration not stated),-3.1,-16,-6,-7,107,4,51,-1.4,106
O=C(NCCCN1CCCC1=O)C1CCCO1 (configuration not stated),0.4,5,1,-3,99,-1,20,-0.1,100
Cc1c(NS(=O)(=O)c2ccc3c(c2)OCCO3)cccc1-c1nc2cccnc2s1,4.7,21,/,14,99,2,-18,6.6,101
Cc1cc(C)n2nc(SCC(N)=O)nc2n1,0.7,-9,2,-11,95,-8,36,2.1,93
COc1ccc(-n2nc3ccccc3n2)cc1,-2.0,17,-4,7,101,1,7,-0.7,100
CCOC(=O)c1[nH]c(=O)[nH]c1CSc1nc(C)cc(C)n1,-0.8,16,-2,-16,97,-1,23,0.1,95
O=c1[nH]c2ccc(Cl)cc2c(-c2ccccc2)c1SC(=S)N1CCOCC1,2.5,17,-5,4,/,/,44,2.3,/
COc1ccc(NS(=O)(=O)c2ccc(NC(=O)C(C)(C(F)(F)F)C(F)(F)F)cc2)nn1,2.3,18,-1,-11,98,7,4,2.5,106
CCCCn1c(NCc2ccc3c(c2)OCO3)nc2ccccc21,-1.1,15,-4,2,88,11,-14,1.3,98
COc1ccc(/C=N/NC(=O)CCn2cnc(-c3ccccc3)c2-c2ccccc2)cc1OC,-1.1,13,-3,1,64*[inhibitor],0,5,-0.7,98
O=C(Nc1ccc(F)cc1)c1ccc(S(=O)(=O)NCC2CCCO2)cc1 (configuration not stated),8.3,-2,-4,28,98,0,-4,5.8,97
c1ccc(CN2CCN(c3ncnc4c3[nH]c3ccccc34)CC2)cc1,12,6,60*,0,97,3,-16,10,105
CCCn1c(C)cc(C(=O)COC(=O)c2ccc[nH]c2=O)c1C,0.9,12,1,-5,130*,0,5,0.4,106
COc1cc(CC(=O)OCC(=O)c2ccc3c(c2)OCCO3)cc(OC)c1OC,0.8,-9,-2,10,100,5,-16,1.0,98
CCn1c(SCC(=O)NCc2ccccc2)nnc1C(CO)NC(=O)c1ccccc1 (configuration not stated),-0.2,3,-4,-10,95,3,-21,-0.7,98
CCSc1nc2ccccc2n1CC(=O)O,0.1,1,2,-5,97,-10,15,-0.7,91
C(=N\Nc1ccc(-n2ccnc2)nn1)/c1ccccc1,-0.4,44*,0,10,101,-1,-15,1.2,100
Cc1ccc(C)c(Nc2c([N+](=O)[O-])cc(C(=O)N3CC(=O)Nc4ccccc43)cc2[N+](=O)[O-])c1,-1.6,23,-6,5,101,3,15,-0.2,94
CCNC(=O)N(C(=O)NCC)n1c(C)nnc1C,0.8,2,-6,-2,97,5,16,0.2,100
CN(CCOc1ccc(Cl)cc1)C(=O)C1CCN(C(=O)c2ccc(Cl)cc2)CC1,6.4,3,-3,2,93,0,-32,6.0,97
CCCCc1n[nH]c(=S)n1Cc1ccc(C)cc1,-2.1,-19,-5,-1,48*[inhibitor],-17,28,-0.6,65
Cc1cc(C)n(CCN(C)C(=O)CCc2nnc(CCC3CCCCC3)o2)n1,-1.2,1,-3,3,99,-6,27,1.6,97
COc1cccc(NC(=O)c2ccc(NC(=O)C(C)C)cc2)c1,1.5,-12,-3,-10,95,-6,24,1.7,99
COc1ccc(S(=O)(=O)NNC(=O)C23CC4CC(CC(C4)C2)C3)cc1,/,4,1,-10,105,3,32,/,102
CCn1c(SCC(=O)NCC2CCCO2)nc2c(c1=O)SCC2 (configuration not stated),-0.1,17,0,-17,100,6,33,0.6,110
c1ccc2oc(SCc3cn4ccsc4n3)nc2c1,-0.9,6,9,-7,95,-1,30,2.5,97
Cc1ccccc1C(=O)NCc1nnc(SCC(=O)N2CCN(c3ccccc3)CC2)n1C,-0.3,4,-3,1,97,0,-6,0.5,91
O=C(NCc1ccc2c(c1)OCO2)C1CCN(S(=O)(=O)N2CCCCC2)CC1,0.5,15,-9,-15,95,-1,-23,1.2,96
CCOc1ccccc1C(=O)NCCCn1ccnc1,0.5,24,-3,-4,105,2,18,1.0,105
Cc1ccc(C(=O)NCCc2n[nH]c(=S)n2C)cc1,0.8,-14,-1,-12,99,-8,-14,0.5,89
O=C(CN(CC1CCCO1)C(=O)CNS(=O)(=O)c1ccc(F)cc1)NC1CCCCC1 (configuration not stated),0.2,-6,-7,-3,106,4,28,-0.5,105
CC(C)C12CN3CC(C(C)C)(CN(C1)C3c1ccc3c(c1)OCO3)C2=O (configuration not stated),-1.9,11,2,-6,111,8,7,-1.5,107
O=C1CC(C(=O)Nc2cccc3ccccc23)C2(CCCC2)O1 (configuration not stated),-0.8,7,-1,-9,97,-3,48,-0.5,98
Cc1cc(C)c2c(c1)C(=O)/C(=C/c1ccc(C(=O)O)cc1)CC2,-1.5,11,-10,-12,102,-3,19,1.1,100
O=C(CNC(=S)N(CCCN1CCOCC1)Cc1cccs1)NCc1ccc(Cl)cc1,1.1,2,-8,5,103,5,18,1.4,110
Cc1ccc(C(c2nnnn2CS(=O)(=O)c2ccc(C)cc2)N2CCN(c3ncccn3)CC2)cc1 (configuration not stated),-0.5,8,4,-13,100,-2,-1,0.7,97
Nc1nc2nccc(-c3cccnc3)n2n1,0.8,1,-4,-14,101,-2,0,0.6,99
CCC(C(=O)Nc1ccc(C(=O)Nc2ccccc2C(=O)O)cc1)c1ccccc1 (configuration not stated),/,-5,-3,-7,102,1,12,/,102
Cc1ccc(C)n1-c1sc2c(c1C#N)CCC(C)C2 (configuration not stated),-2.3,35*,-2,3,/,/,33,-0.8,/
O=C(CCSc1nc(-c2ccc3c(c2)OCO3)cc(C(F)(F)F)n1)NCc1ccco1,-1.3,8,2,-9,99,-6,9,-0.9,99
CCOC(=O)C1CCCN(C(=O)C2CCN(S(=O)(=O)c3c(C)noc3/C=C/c3ccccc3F)CC2)C1 (configuration not stated),-0.1,1,-10,8,98,4,15,1.9,96
O=C(NCCN1CCCC1)C(c1ccccc1)c1ccccc1,-0.8,34,-2,12,101,3,8,0.3,102
COc1ccc(CN(C)CC(O)COC(c2ccc(OC)cc2)c2ccc(OC)cc2)cc1 (configuration not stated),11,6,-2,28*,107,9,-9,11,147*

# Fetched one by one from the list above (five):
SMILES,OXTR agonist,NALP1 inh,GalR3 antagonist,GPR7 antag,MEKK3 PB1 HTS,MEKK2 mut-MEK5,PHOSPHO1 inh,V1aR counter,MEKK2 WT-MEK5
O=C(CNC(=S)N(CCCN1CCOCC1)Cc1cccs1)NCc1ccc(Cl)cc1,1.1,2,-8,5,103,5,18,1.4,110
O=C1CC(C(=O)Nc2cccc3ccccc23)C2(CCCC2)O1 (configuration not stated),-0.8,7,-1,-9,97,-3,48,-0.5,98
Nc1nc2nccc(-c3cccnc3)n2n1,0.8,1,-4,-14,101,-2,0,0.6,99
CCOC(=O)C1CCCN(C(=O)C2CCN(S(=O)(=O)c3c(C)noc3/C=C/c3ccccc3F)CC2)C1 (configuration not stated),-0.1,1,-10,8,98,4,15,1.9,96
Cc1ccc(C(c2nnnn2CS(=O)(=O)c2ccc(C)cc2)N2CCN(c3ncccn3)CC2)cc1 (configuration not stated),-0.5,8,4,-13,100,-2,-1,0.7,97

# Other entries.
SMILES,OXTR agonist,NALP1 inh,GalR3 antagonist,GPR7 antag,MEKK3 PB1 HTS,MEKK2 mut-MEK5,PHOSPHO1 inh,V1aR counter,MEKK2 WT-MEK5
CSc1ccc(S(=O)(=O)Nc2ccc(NC(C)=O)cc2)cc1,2.4,0,-3,-5,98,5,2,1.6,101
CCOC(=O)C1=C(CN2CCN(c3ccc(F)cc3)CC2)NC(=O)NC1c1cccs1 (configuration not stated),-1.9,-1,0,-13,99,3,-11,1.3,101
CO/N=C/NC(=O)c1c(OC)ccnc1Oc1ccc(F)cc1,-0.5,-6,-4,2,94,0,-5,0.4,94
CC1=CS(=O)(=O)CC1SC(=S)N(C)C1CCS(=O)(=O)C1 (configuration not stated),-0.2,16,1,-3,105,-2,4,0.6,104
CCCc1oc(C(=O)O)cc1CN,0.7,-4,0,-5,92,-6,18,0.2,94
Cc1nn(CCC(=O)O)c2nc(-c3cccnc3)cc(C(F)(F)F)c12,-0.1,10,-3,-3,106,4,5,-0.1,106
NC(=O)C1CCN(C(c2ccccc2Cl)c2nnnn2CC2CCCO2)CC1 (configuration not stated),0.5,-6,-1,-2,102,3,7,0.7,102
O=C(CCC1CCCN(C(=O)c2ccoc2)C1)NCc1ccc(F)c(F)c1 (configuration not stated),-0.1,5,-8,-3,88,-5,19,0.7,92
COc1ccc(Cn2c(S(=O)(=O)CC(N)=O)nc3ccccc32)cc1[N+](=O)[O-],1.5,8,/,-3,103,1,41,1.8,99
COc1cc(C(=O)O[C@H]2C/C(C)=C/CC[C@]3(C)O[C@@H]3C(O)C2C(C)C)cc(OC)c1OC (some centres not stated),-1.1,5,-3,-10,100,4,20,4.9,101
Cc1cccc(CCNC(=O)CCS(=O)(=O)c2ccc3nc(C)sc3c2)c1,-0.8,11,0,-3,101,3,12,-1.0,108
O=c1[nH]c(=O)n(Cc2ccccc2)c2nc(-c3ccc(Oc4ccc(F)cc4)c([N+](=O)[O-])c3)n(CCO)c12,-1.4,40,-6,4,104,2,-12,-0.3,101
